Source: PubChem BioAssay (several laboratories)
MT1-MMP act inh: blockers of MT1-MMP proenzyme processing, primary screen, HT1080 RFP-PRO-GFP cells, GFP/RFP fluorescence | GFP/RFP ratio fluorescence, overnight; percent of plate control window, DMSO zero | Matrix metalloproteinase-14 (Homo sapiens), P50281 | GFP/RFP ratio change, % at 20 µM | actives 0.061% (n = 360,000);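 active means GFP/RFP ratio change of at least 30% with cell ATP level not reduced by more than half and red fluorescence within 50% of control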; further: strong numbers were not always called active
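Read-out: GFP/RFP fluorescence ratio; Test system: RFP-PRO-GFP reporter HT1080 cells; Compound dosing: single-point 20 µM compound, 1% DMSO; Times: overnight compound exposure at 37 °C.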
Rin1-Abl PPI inh: inhibitors of Rin1-Abl protein binding, primary screen, biochemical, TR-FRET; Tyrosine-protein kinase ABL1 (Homo sapiens) + Ras and Rab interactor 1 (Homo sapiens), …; inhibition, % at 7.35 µM; actives 0.4% (n = 360,000); AID 588664, 2011; in the data active means inhibition above about 5%, passing the limit was not always enough
SKN-1 inh: suppressors of acrylamide-induced Pgst-4::GFP reporter in worms, primary screen, SKN-1 inhibitor project, whole organism, uHTS, GFP/RFP fluorescence ratio, strain VP596; inhibition, % at 21.8 µM; actives 0.49% (n = 360,000); AID 624304, 2012; C. elegans VP596 Pgst-4::GFP/RFP ratio, 24 h;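 active means interference check ratio from 0.5 to 1.5 plus GFP to RFP signal ratio inhibition reaching or exceeding a fixed threshold, cut at about 30% in these data, passing the limit was not always enough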; further: some compounds called inactive have numbers as strong as hits
CSN deneddyl inh: inhibitors of CSN-mediated cullin deneddylation, primary screen, biochemical, fluorescence polarization, uHTS; COP9 signalosome complex subunit 5 (Homo sapiens), Q92905; Purified CSN, SCF-Nedd8-OG deneddylation; inhibition, % at 12.5 µM; actives 0.38% (n = 360,000); AID 651999, 2013;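 active means pattern-corrected inhibition above about 35%, with an unprinted fluorescence ratio check between 0.5 and 1.5, limit read from the data, passing the limit was not always enough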;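 further: 0% = enzyme with substrate and 100% = substrate without enzyme; some results filed as inactive read as strong as hits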
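Schedule: reaction 90 min, room temperature / Assay system: HEK293T-derived human Csn5 enzyme / Input: Csn5 at 0.24 nM final / Measure: inhibition of Csn5 cleavage, % / Control set: substrate-only high control, full reaction low control / Technique: fluorescence polarization of the substrate / Buffer or medium: Tris/NaCl/DTT buffer, pH 7.5 / Reagent: SCFSkp2-Nedd8OG substrate at 10 nM final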
Neddylation inh: inhibitors of cullin neddylation, primary screen, biochemical, TR-FRET, uHTS, NAE and Ubc12. NEDD8-conjugating enzyme Ubc12 (Homo sapiens) + NEDD8-activating enzyme E1 regulatory …. AID 651699, 2012. calls only at 25 µM. actives 0.58% (n = 360,000); in the data active means inhibition above about 36%
FAS-TE inh: FAS thioesterase domain inhibitors, primary screen, biochemical, fluorescence intensity, uHTS; actives 0.67% (n = 360,000); recombinant FAS-TE, OMFH fluorogenic substrate, fluorescence endpoint; inhibition, % at 15 µM; Fatty acid synthase (Homo sapiens), P49327;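 active means compounds whose normalised, plate-corrected inhibition of enzyme fluorescence in the single-dose primary screen is 50% or more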;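 further: 0% = DMSO with enzyme and 100% = substrate without enzyme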
Rpn11 inh: Rpn11 (PSMD14) deubiquitinase inhibitors, primary screen, biochemical, fluorescence polarization, uHTS; 26S proteasome non-ATPase regulatory subunit 14 (Homo sapiens), O00487; human 26S proteasome, Ub4-pepOG fluorescence polarization; 20S core pre-blocked with epoxomicin; calls only at 20 µM; actives 0.59% (n = 360,000); AID 588493, 2011;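 active means inhibition at 20 µM, scaled to each plate's controls, above about 33%, limit read from the data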
Target sequence (O00487 whole entry, looked up): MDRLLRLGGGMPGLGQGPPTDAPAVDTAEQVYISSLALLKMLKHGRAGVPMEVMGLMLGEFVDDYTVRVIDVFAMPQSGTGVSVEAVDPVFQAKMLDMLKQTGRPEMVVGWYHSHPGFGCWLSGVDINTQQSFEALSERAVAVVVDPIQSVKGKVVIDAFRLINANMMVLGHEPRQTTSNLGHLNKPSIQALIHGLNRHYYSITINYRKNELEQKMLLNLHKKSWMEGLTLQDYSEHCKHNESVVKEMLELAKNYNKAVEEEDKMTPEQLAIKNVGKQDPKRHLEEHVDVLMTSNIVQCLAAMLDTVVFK
PABP1 MLLE inh: inhibitors of PABP1 MLLE–PAM2 peptide binding, primary screen, biochemical, fluorescence polarization, FITC-PAM2, GST-MLLE; Polyadenylate-binding protein 1 (Homo sapiens), P11940; inhibition, % at 20 µM; actives 0.36% (n = 360,000); AID 588489, 2011; in the data active means inhibition above about 35%, passing the limit was not always enough;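 further: plate controls were DMSO wells with GST-MLLE for no effect and wells lacking GST-MLLE protein for full effect; some results filed as inactive read as strong as hits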
Target sequence (P11940 whole entry, looked up): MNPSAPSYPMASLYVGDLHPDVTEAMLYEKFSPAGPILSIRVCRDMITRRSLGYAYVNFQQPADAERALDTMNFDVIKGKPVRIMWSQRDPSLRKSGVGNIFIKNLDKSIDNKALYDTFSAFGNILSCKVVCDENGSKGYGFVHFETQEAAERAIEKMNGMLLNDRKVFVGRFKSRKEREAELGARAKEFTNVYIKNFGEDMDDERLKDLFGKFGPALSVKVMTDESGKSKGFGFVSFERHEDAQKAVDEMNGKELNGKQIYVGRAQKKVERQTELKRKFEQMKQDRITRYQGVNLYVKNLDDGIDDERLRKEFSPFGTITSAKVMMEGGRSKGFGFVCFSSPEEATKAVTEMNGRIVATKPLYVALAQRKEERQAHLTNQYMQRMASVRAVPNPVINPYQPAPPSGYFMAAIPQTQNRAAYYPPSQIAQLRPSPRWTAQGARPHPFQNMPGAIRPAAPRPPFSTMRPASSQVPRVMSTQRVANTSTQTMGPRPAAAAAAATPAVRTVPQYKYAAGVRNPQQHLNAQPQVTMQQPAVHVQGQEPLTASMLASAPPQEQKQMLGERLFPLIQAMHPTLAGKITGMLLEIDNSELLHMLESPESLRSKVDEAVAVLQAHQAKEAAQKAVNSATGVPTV
NadD block: inhibitors of S. aureus NadD, primary screen, biochemical, colorimetric, uHTS. Nicotinate-nucleotide adenylyltransferase NadD (Staphylococcus aureus N315). AID 602399, 2012. actives 0.78% (n = 360,000). purified NadD enzyme, colorimetric absorbance read-out. inhibition, % at 20 µM; in the data active means inhibition above about 26%; further: some compounds past the cut are filed as inactive
The depositor's hits bear a star; i = inactive; / = no result given.

SMILES	MT1-MMP act inh	Rin1-Abl PPI inh	SKN-1 inh	CSN deneddyl inh	Neddylation inh	FAS-TE inh	Rpn11 inh	PABP1 MLLE inh	NadD block
CN(C)c1nc(SCc2ccc(Cl)cc2)nc2c1CCCC2	-2	4	19	-2	i	17	i	10	8
CCOc1ccc(S(=O)(=O)Nc2cnc3ccccc3c2)cc1	0	0	16	0	i	-3	i	-12	2
CCn1nnnc1SCC(=O)Nc1ccc(OCc2ccccc2)cc1	-6	0	20	3	i	-36	i	-4	10
Cc1ccc(-c2nn(-c3ccccc3)cc2CN(Cc2ccccc2)C(=O)c2ccco2)o1	0	4	25	13	i	26	i	-8	9
COc1ccccc1CNC(=O)COC(=O)CSc1ccc(Cl)cc1	25	2	16	2	i	-7	i	3	-7
CN1CCc2nc(SCC(=O)Nc3ccc(OC(F)(F)F)cc3)c(C#N)c(-c3cccs3)c2C1	-14	1	17	12	i	-24	i	28	20
COc1ccc(OC)c2sc(N(CCN(C)C)C(=O)/C=C/c3cccs3)nc12	-2	-12	13	4	i	-3	i	0	12
COc1ccc(CNC(=O)COC(=O)c2c(C)nn(-c3ccccc3)c2C)cc1OC	3	1	-3	-4	i	-5	i	10	-2
Cc1cn(-c2ccc(Br)cc2)[nH]c1=O	1	-1	0	-3	i	-8	i	-7	5
COC(=O)[C@@]12CCCN1[C@H](c1ccc(-c3ccccc3)cc1)[C@@H]1C(=O)N(C)C(=O)[C@@H]12	-1	2	7	-4	i	6	i	3	-6
Nc1ccc(S(=O)(=O)C(F)(F)F)cc1N	2	0	-7	-1	i	-2	i	4	-2
C(=N\N1CCN(C2c3ccccc3-c3ccccc32)CC1)/c1cccnc1	0	-1	5	4	i	16	i	-10	6
O=C(NC(Cc1ccccc1)C(=O)NCCc1ccccn1)c1cccs1 (stereo not drawn)	-5	3	-13	4	i	-5	i	-16	0
CCSC1=NCCN1C(=O)c1ccc(S(=O)(=O)N(C)C)cc1	-1	-4	8	7	i	-7	i	-3	3
CC(C)CN(C(=O)COC(=O)c1ccc(Cl)c(N)c1)c1c(N)n(Cc2ccccc2)c(=O)[nH]c1=O	-6	1	13	-4	i	-8	i	-11	8
CC1(C)c2[nH]c3ccccc3c2C[C@H]2C(=O)N(Cc3ccc(F)cc3)C(=O)N21	3	0	13	-1	i	26	i	-3	-7
O=C(c1cc(-c2ccc(Cl)cc2)on1)N1CCc2ccccc2C1	0	3	8	4	i	-2	i	-11	-12
O=C(Nc1ccc(N2CCCC2)cc1)c1cc(Br)ccc1Cl	-3	-1	0	4	i	-2	i	-15	41*
Cc1ccc(NC(=S)N2CCC(c3ccccc3)C2)c(Cl)c1 (stereo not drawn)	6	-2	5	2	i	15	i	-128	-8
Nc1nc(SCC(=O)Nc2ccccc2-c2ccccc2)n[nH]1	-5	-1	0	0	i	-12	i	-21	1
Cc1ccc(-c2nnn(CC(=O)N(c3ccccc3)C(C(=O)NCC3CCCO3)c3ccc(F)cc3)n2)o1 (stereo not drawn)	-3	5	5	-2	i	-3	i	-2	2
Cc1nc2c(OCc3ccc(OC(F)F)cc3)cccn2c1N(C)C(=O)CCC1CCCC1	-11	1	-2	10	i	30	i	6	13
CC(C)(C)c1ccc(OCC(=O)NCCN2CCCC2)cc1	1	1	-5	6	i	-8	i	3	-2
CCCC(=O)c1cc(F)c(N2CCOCC2)cc1C	6	2	22	1	i	-2	i	-10	0
CCCOc1ccc(N2C(=O)CC(NCc3ccncc3)C2=O)cc1 (stereo not drawn)	-3	0	-24	-5	i	-4	i	5	-5
Carrying on:
SMILES	MT1-MMP act inh	Rin1-Abl PPI inh	SKN-1 inh	CSN deneddyl inh	Neddylation inh	FAS-TE inh	Rpn11 inh	PABP1 MLLE inh	NadD block
O=C(c1ccccc1-c1ncc[nH]1)N1CCCC(Nc2ccc(F)cc2)C1 (stereo not drawn)	-1	0	-18	-2	i	-1	i	-12	-3
O=C(NCc1ccc2c(c1)OCO2)c1nnc(Cc2ccc(Cl)cc2)o1	-15	2	1	-2	i	0	i	2	-8
CC(C)(C)C(=O)Nc1sc(-c2ccccc2)cc1C(=O)O	10	-1	8	0	i	-5	i	-12	-4
O=C(C[C@H]1C[C@H](C(=O)N2CCCCC2)[C@@]2(CCc3ccccc3)c3[nH]c4ccc(Cl)cc4c3CCN2C1=O)NCCN1CCOCC1	-9	-3	-3	-3	i	47	i	2	3
CCOc1ccccc1NCc1nnc(-c2ccccc2)o1	1	-2	-2	13	i	4	i	13	0
CCc1ccc(NC(=O)CCn2c(=O)oc3ccccc32)cc1	-2	7	1	-1	i	0	i	-4	7
Cc1cccc(C2CC(c3ccc(Cl)cc3)Nc3nc(N)nn32)c1 (stereo not drawn)	0	0	12	-4	i	-1	i	-2	8
CCOc1ccc(S(=O)(=O)N2CCCCC2)cc1NC(=O)Cc1cccs1	3	1	10	3	i	11	i	-40	-4
Cc1ccc(-n2nnnc2SCC(=O)N2Cc3ccccc3CC2C(=O)O)cc1 (stereo not drawn)	2	-4	1	-4	i	-5	i	-115	-2
O=C(COc1ccc(Cl)cc1)c1ccc(O)cc1O	0	-3	4	5	i	1	i	8	-12
CCC(Sc1nc(C)cc(C)n1)C(=O)Nc1ccc(S(N)(=O)=O)cc1 (stereo not drawn)	-2	-2	-11	2	i	-5	i	-1	-9
COc1ccc(NC(=O)Nc2nnc(Cc3ccc(OC)c(OC)c3)s2)cc1	3	3	6	0	i	-4	i	-13	2
Cc1noc(C)c1NC(=O)Nc1cccc2c1O[C@H](CN(C)S(=O)(=O)c1ccccc1)[C@@H](C)CN([C@H](C)CO)C2=O	-1	0	17	4	i	5	i	1	-1
COCCCNC(=O)CCc1ccc(S(=O)(=O)Nc2ccc(C)cc2)cc1	-3	-2	94	-2	i	-8	i	-8	-4
CCN(CC)Cc1c[nH]c2c(C(=O)OC)cccc12	0	3	14	-1	/	-9	i	4	0
CS(=O)(=O)c1nc([N+](=O)[O-])nn1CCCc1ccccc1	-3	1	-3	-5	i	17	i	-11	8
CCOC(=O)CN1C(=O)S/C(=C/c2ccc(O)c([N+](=O)[O-])c2)C1=O	9	0	1	2	i	12	i	4	2
Cc1ccc(NC(=O)OCc2ccccc2S(C)=O)cc1 (stereo not drawn)	3	7	-1	-1	i	-3	i	7	0
CC(=O)Nc1ccc(S(=O)(=O)Nc2c(NC3CCCCC3)c3ccccc3oc2=O)cc1	-6	1	-5	-5	i	-3	i	6	-1
O=C(CNC(=O)c1ccc(Br)cc1)N/N=C/c1ccc[nH]1	-5	-2	6	-3	i	-9	i	-2	2
COc1cc(/C=C/C(=O)OCC(=O)Nc2ccc(NC(C)=O)cc2)cc(S(=O)(=O)N2CCc3ccccc32)c1OC	-2	-1	7	-3	i	13	i	1	-17
CC(C)N(Cc1nnc(-c2ccccc2Br)o1)C(=O)c1cc(Cl)nc2ccccc12	2	1	6	2	i	22	i	-1	2
COc1ccc(S(=O)(=O)NNC(=O)C2COc3ccccc3O2)cc1[N+](=O)[O-] (stereo not drawn)	0	2	12	4	i	-3	i	2	-3
CN(Cc1ccccc1)C(=O)c1cccc(NC(=O)Cc2ccc(NC(=O)C3CCN(C(=O)c4ccccc4)CC3)cc2)c1	0	-4	3	-6	i	-3	i	3	7
COc1ccc2[nH]c(C)c(CCN(Cc3cccs3)C(=S)Nc3cccc(F)c3)c2c1	-58	2	-6	-6	i	28	i	118	16
Carrying on:
SMILES	MT1-MMP act inh	Rin1-Abl PPI inh	SKN-1 inh	CSN deneddyl inh	Neddylation inh	FAS-TE inh	Rpn11 inh	PABP1 MLLE inh	NadD block
CCN(C(=O)CSc1nc2n[nH]c(C)c2c(=N)n1-c1ccc(Cl)c(C)c1)c1cccc(C)c1	0	1	27	-5	i	11	i	1	-6
O=C1CC[C@@H]2CC3(C[C@@H]4CCN1[C@H]24)Nc1cc(Cl)ccc1NC3=NC1CCCCC1 (stereo partly drawn)	4	-2	7	-3	i	3	i	-14	12
CCOc1ccc(Nc2ccnc3cc(Cl)ccc23)cc1	-6	-2	-11	-4	i	2	i	-1	-7
CCOc1cc2c(cc1/C=C/c1noc(C)c1[N+](=O)[O-])OC(C)C2 (stereo not drawn)	-60	1	28	47*	i	-21	/	-91	-12
C=CCN1C(=O)c2ccc(C(=O)OCC(=O)Nc3ccc(S(N)(=O)=O)cc3)cc2C1=O	-2	1	1	1	i	-8	i	-41	2
CN(Cc1ccno1)Cc1cn(C)nc1-c1ccc(Oc2ccccc2)cc1	-2	-1	10	2	i	6	i	-3	-3
COC(=O)c1ccc(NC(=O)CSc2nnc(COc3ccc4c(c3)CCCC4)o2)cc1	7	2	-5	-2	i	-3	i	-8	0
CCCCSCc1ccc(C(=O)O)o1	6	-1	8	5	i	-6	i	2	4
CC(=O)C[C@@H]1OC2CCCCC2N1S(=O)(=O)c1ccc(C)cc1 (stereo partly drawn)	-2	/	1	0	i	/	/	/	/
O=C(N/N=C/c1ccc(Br)s1)c1c[nH]c2ccccc12	0	2	16	-2	i	11	i	-3	2
O=C(c1ccc2ccccc2n1)N1CCN(c2ccccc2)CC1	1	-3	-5	-2	i	-4	i	8	-6
Cc1ccc(CNC(=O)c2ccc(NC(=O)CCS(=O)(=O)c3cccs3)cc2)cc1	-2	-3	-6	0	i	-6	i	-4	-8
Clc1ccc(Cl)c(OCCN2CCCC2)c1	4	1	3	0	i	-7	i	-4	-8
COCCN(C(=O)C(C)C)c1nnc(-c2ccc(C)cc2)s1	2	-2	-8	-2	i	6	i	4	-3
CCOC(=O)c1ccccc1NC(=O)COC(=O)CSCC(=O)Nc1cc(C)on1	0	1	-8	-6	i	1	i	8	4
O=C(Cc1ccccc1)Nc1ccc(NC(=O)c2ccccc2)nc1	2	2	-3	2	i	-2	i	-6	-10
CC1CCN(C(=S)Nc2ccc(SC(F)F)cc2)CC1	1	4	15	0	i	-3	i	-124	5
Cc1ccnc(NS(=O)(=O)c2ccc(N3C(=O)c4ccccc4C3=O)cc2)n1	-8	-2	2	-7	i	-8	i	2	1
COc1cccc(/C(O)=C/c2nc3ccc(C(=O)NCCc4ccc(Cl)cc4)cc3[nH]c2=O)c1	-81	2	22	-11	i	-28	i	-33	23
COC(=O)Cc1c(O)ccn(Cc2ccc3c(c2)OCO3)c1=O	0	2	3	0	i	-5	i	12	5
